TAG inh = reduces triacylglycerol accumulation in H9c2 cells; Nile Red lipid (TAG) fluorescence; cells loaded with 200 µM oleic acid; inhibition, % at 12.5 µM; AID 651582; 230,000 tested, 0.66% active;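 active = pattern-corrected inhibition of lipid staining of at least 50% with the nuclear-stain viability signal not falling by more than 50%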;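 note: 0% = DMSO wells and 100% = triacsin C control wells; some results filed as inactive read as strong as hits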
TAG inh DAPI viability = further read-out of TAG inh, marked with its call; DAPI nuclei signal change (viability), lower = more cytotoxic, %;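 whole-well DAPI fluorescence read on a plate reader as a viability signal; minus 50 percent equals half of cells still viable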
The depositor's hits bear a star. These rows are one share of the data; rates above refer to the full screens.

For COc1cc(/C=N/NC(=O)c2cccc(S(=O)(=O)N3CCCC3)c2)cc(OC)c1O the results were TAG inh 0.2 and TAG inh DAPI viability -5.4.
Screening COc1ccc(N2CCN(C(=O)Cn3cnc4c3c(=O)n(C)c(=O)n4C)CC2)cc1 returned TAG inh -2.3 and TAG inh DAPI viability 3.0.
For CC1CN(C(=O)Nc2ccc(Br)cc2Cl)CC(C)O1 (stereo not given) the results were TAG inh 2.5 and TAG inh DAPI viability -5.4.
`Cc1ccc([N+](=O)[O-])cc1NC(=O)C1CCCC1` gave TAG inh 3.9 and TAG inh DAPI viability -8.9.
Screening O=C(CNS(=O)(=O)c1ccc2ccccc2c1)OCc1nnc(-c2ccccc2)o1 returned TAG inh -7.9 and TAG inh DAPI viability 3.7.
`CCNC(=S)N(Cc1cc2c(C)ccc(C)c2[nH]c1=O)C1CCCC1` gave TAG inh 36.2 and TAG inh DAPI viability -11.3.
Screening O=C(CSc1ccccc1)NC1CC1 returned TAG inh 2.2 and TAG inh DAPI viability 2.4.
For COc1ccc(Cl)cc1CN1C(=O)C(Cc2ccccc2)ON=C1C (stereo not given) the results were TAG inh 1.1 and TAG inh DAPI viability 25.5.
For CCc1nnc(SCC(=O)Nc2nc(C)c(C(=O)N(C)C)s2)n1CC the results were TAG inh 15.8 and TAG inh DAPI viability 1.9.
Screening CC(C)NC(=O)c1onc(CSc2ccc(F)c(F)c2)c1C(=O)O returned TAG inh 1.4 and TAG inh DAPI viability -0.9.
Screening COc1ccc(C(CNC(=O)CCNS(=O)(=O)c2ccc(Br)cc2)N2CCOCC2)cc1 (stereo not given) returned TAG inh -6.3 and TAG inh DAPI viability 4.0.
Cc1sc2ncnc(SCC(=O)Nc3nc(-c4ccc(F)c(F)c4)cs3)c2c1C was read as TAG inh 1.8 and TAG inh DAPI viability -1.8.

Among those listed so far, 2 have two or more sulfur atoms:
For CCc1nnc(SCC(=O)Nc2nc(C)c(C(=O)N(C)C)s2)n1CC the results were TAG inh 15.8 and TAG inh DAPI viability 1.9.
Cc1sc2ncnc(SCC(=O)Nc3nc(-c4ccc(F)c(F)c4)cs3)c2c1C was read as TAG inh 1.8 and TAG inh DAPI viability -1.8.

Further compounds follow.
COCCn1c(C)cc(C(=O)CSc2ncnc3sc4c(c23)CCC4)c1C was read as TAG inh -5.6 and TAG inh DAPI viability 5.8.
For COc1ccccc1NC(=S)NC(NC(=O)CC(C)C)C(Cl)(Cl)Cl (stereo not given) the results were TAG inh 9.7 and TAG inh DAPI viability -6.5.
For O=C(Nc1ccc2nc(N3CCOCC3)sc2c1)c1ccccc1 the results were TAG inh -9.4 and TAG inh DAPI viability 10.5.
c1ccc(CCNc2nc(-c3ccncc3)nc3ccccc23)cc1 was read as TAG inh 45.6 and TAG inh DAPI viability -21.2.
`Cc1cc(C)c(NC(=O)/C(=C/c2ccco2)c2ccccc2)c(C)c1` gave TAG inh -9.4 and TAG inh DAPI viability 7.0.
For CCCS(=O)(=O)N1CCC(C(=O)NCc2ccc3c(c2)OCO3)CC1 the results were TAG inh 0.9 and TAG inh DAPI viability 6.4.
Cc1ccc(NC(=O)Nc2nnc([C@H]3C[C@H](O)[C@@H](CO)O3)s2)cc1 was read as TAG inh -1.6 and TAG inh DAPI viability -8.6.
Screening CCCCCCCCCCn1c2c(c(=N)c3c1CCC3)CCC2 returned TAG inh -19.9 and TAG inh DAPI viability -5.6.
N#CC(C(=O)C12CC3CC(CC(C3)C1)C2)c1nc2ccccc2[nH]1 (stereo not given) was read as TAG inh 13.5 and TAG inh DAPI viability 9.7.
Screening Clc1ccc(-c2csc(N/N=C/c3ccc4c(c3)OCO4)n2)cc1 returned TAG inh 17.9 and TAG inh DAPI viability 7.4.
Screening Cc1cc(C)nc(NC2=N[C@@H]3CCCC[C@H]3N2C(=O)Nc2cc(Cl)cc(Cl)c2)n1 returned TAG inh 6.3 and TAG inh DAPI viability -7.1.
`O=S(=O)(Nc1ccncc1)c1ccc(Cl)cc1` gave TAG inh 13.6 and TAG inh DAPI viability -9.4.
`CCc1nc(SCC(=O)N2CCC(C)CC2)c2c(=O)n(C)c(=O)n(C)c2n1` gave TAG inh -2.1 and TAG inh DAPI viability 1.3.
COc1ccc(S(=O)(=O)N2CCCN(CCC(=O)Nc3cccc(C(F)(F)F)c3)CC2)cc1 was read as TAG inh -3.6 and TAG inh DAPI viability 9.5.
CCC(C)NC(=S)Nc1ccc(F)cc1 (stereo not given) was read as TAG inh -18.3 and TAG inh DAPI viability 7.5.
For COc1ccc(CNC(=O)C2Cc3c(-c4ccc5c(c4)OCO5)ccnc3O2)cc1OC (stereo not given) the results were TAG inh 20.6 and TAG inh DAPI viability -13.6.
For CCOC(=O)C1CCN(C(=O)COC(=O)c2nn(C)c(=O)c3ccccc23)CC1 the results were TAG inh -4.1 and TAG inh DAPI viability -4.4.
O=C(CSCc1ccc(Br)cc1)Nc1ccccc1C(=O)N1CCOCC1 was read as TAG inh -2.5 and TAG inh DAPI viability -2.6.
For CN(C)c1ccc(N2[C@@H](CC(=O)O)c3cc(C(F)(F)F)ccc3S2(=O)=O)cc1 the results were TAG inh -4.5 and TAG inh DAPI viability 0.8.
CC(C)CC(=O)NC(=S)Nc1ccccc1F was read as TAG inh -9.1 and TAG inh DAPI viability 11.5.
For Nc1cc(-c2ccc(Cl)cc2)nn1S(=O)(=O)c1cccc2nsnc12 the results were TAG inh -6.7 and TAG inh DAPI viability -12.3.
For O=C(Cn1cnc2c(cnn2-c2ccc(F)cc2)c1=O)N1CCN(c2ccccc2)CC1 the results were TAG inh -19.0 and TAG inh DAPI viability 0.5.
`C[C@@H]1NC(=O)[C@@]2(C)[C@@H](c3ccccc3)[C@H]3COc4ccc(Cl)cc4[C@@H]3N2C1=O` gave TAG inh -4.4 and TAG inh DAPI viability -11.1.
Screening CCO[C@@H]1OC(C(=O)NCc2nc3ccccc3[nH]2)=C[C@H](c2ccc(C(F)(F)F)cc2)[C@H]1CCCO returned TAG inh 12.8 and TAG inh DAPI viability -8.3.

5 structures from above, sorted by SMILES length, largest number first:
`C[C@@H]1NC(=O)[C@@]2(C)[C@@H](c3ccccc3)[C@H]3COc4ccc(Cl)cc4[C@@H]3N2C1=O` gave TAG inh -4.4 and TAG inh DAPI viability -11.1.
For CN(C)c1ccc(N2[C@@H](CC(=O)O)c3cc(C(F)(F)F)ccc3S2(=O)=O)cc1 the results were TAG inh -4.5 and TAG inh DAPI viability 0.8.
For O=C(Cn1cnc2c(cnn2-c2ccc(F)cc2)c1=O)N1CCN(c2ccccc2)CC1 the results were TAG inh -19.0 and TAG inh DAPI viability 0.5.
`CCc1nc(SCC(=O)N2CCC(C)CC2)c2c(=O)n(C)c(=O)n(C)c2n1` gave TAG inh -2.1 and TAG inh DAPI viability 1.3.
CCC(C)NC(=S)Nc1ccc(F)cc1 (stereo not given) was read as TAG inh -18.3 and TAG inh DAPI viability 7.5.

Next part.
Screening CSCCC(C(=O)N1CC2(C)CC1CC(C)(C)C2)N1C(=O)c2ccccc2C1=O (stereo not given) returned TAG inh 0.6 and TAG inh DAPI viability -4.8.
Screening CCOC(=O)CSC1=C(C#N)C(c2ccc(C)o2)CC(=O)N1 (stereo not given) returned TAG inh 44.6 and TAG inh DAPI viability -22.3.
Screening CCON1C(=O)C2(CCCCC2)C(=O)C12C=CCCC2 (stereo not given) returned TAG inh -20.6 and TAG inh DAPI viability 7.3.
CCCn1c(=N)n(CC(O)c2ccco2)c2ccccc21 (stereo not given) was read as TAG inh -16.6 and TAG inh DAPI viability 6.0.
For CCOc1ccc(Cl)cc1S(=O)(=O)N1CCC(C(=O)N2CCCC2)CC1 the results were TAG inh -0.6 and TAG inh DAPI viability -3.1.
Screening C=CCN(C(=O)CNC(=O)c1ccco1)C(C(=O)NC1CCCCC1)c1ccc(F)cc1 (stereo not given) returned TAG inh 2.0 and TAG inh DAPI viability -4.7.
`COC(=O)c1ccc(COc2cccc3c2OC(C)(C)C3)cc1` gave TAG inh 13.1 and TAG inh DAPI viability -8.4.
`CCCCNC(=O)CCCn1c(=O)c2ccccc2n(CC(=O)NCCC2=CCCCC2)c1=O` gave TAG inh -15.1 and TAG inh DAPI viability 7.2.
COc1ccc([C@H]2C[C@H](n3cc(COC(=O)c4ccccc4)nn3)[C@@H](O)CN2C(=O)C2CCCCC2)cc1 was read as TAG inh -2.8 and TAG inh DAPI viability 0.3.
`CC(=O)N1CCN(c2ccc([N+](=O)[O-])cc2C#N)CC1` gave TAG inh 4.4 and TAG inh DAPI viability 4.6.
Screening COc1ccc(-n2nnnc2/C=C\Nc2ccccc2C(=O)c2ccccc2)cc1 returned TAG inh 38.5 and TAG inh DAPI viability -0.4.
Screening Cn1c(=O)c2c(ncn2CC(=O)N2CCN(c3ccccc3)CC2)n(C)c1=O returned TAG inh 0.0 and TAG inh DAPI viability 14.0.
For COc1ccc(C(C)=O)cc1Cn1c(C)c(C(=O)NCC(C)C)sc1=O the results were TAG inh -3.2 and TAG inh DAPI viability -8.9.
For O=C(NCC1CCCCC1)c1cccc(S(=O)(=O)NCc2cccnc2)c1 the results were TAG inh -8.8 and TAG inh DAPI viability -3.3.
`Oc1c(/C=C/C=C/C=Nc2ccccc2)sc(=S)n1Cc1ccccc1` gave TAG inh 5.0 and TAG inh DAPI viability -10.7.
For CNC(=O)CC1C(=O)N(C)C(=S)N1NC(=O)c1ccc(Cl)cc1 (stereo not given) the results were TAG inh -0.5 and TAG inh DAPI viability 11.8.
For COc1cc(NC(=O)CSc2nnc3ccc(-c4ccncc4)nn23)cc(OC)c1 the results were TAG inh 2.1 and TAG inh DAPI viability 10.4.
For C=CCNC(=O)NC(=O)COC(=O)/C=C/c1cccc([N+](=O)[O-])c1 the results were TAG inh -3.2 and TAG inh DAPI viability -1.9.
For O=C1C=C(O)CC(c2ccc(Cl)c(Cl)c2)C1 (stereo not given) the results were TAG inh 8.3 and TAG inh DAPI viability 0.4.
`O=C(c1ccc(F)cc1)n1ccc(-c2cnc(-c3ccccc3)s2)n1` gave TAG inh 0.8 and TAG inh DAPI viability 0.3.
For CNC(=S)NNc1ccccc1[N+](=O)[O-] the results were TAG inh 1.1 and TAG inh DAPI viability -2.0.
`COc1ccccc1C1CC(c2ccco2)=NN1S(C)(=O)=O` (stereo not given) gave TAG inh -1.7 and TAG inh DAPI viability -4.4.
`COCC(=O)N(Cc1nc2ccccc2c(=O)[nH]1)Cc1cccs1` gave TAG inh -1.3 and TAG inh DAPI viability -2.3.
Screening CCCCCN(C(=O)CCC(=O)OCC(=O)c1ccc(CCC)cc1)c1c(N)n(CCCC)c(=O)[nH]c1=O returned TAG inh -1.5 and TAG inh DAPI viability -4.2.
`CC(=O)C(Cc1ccccc1)NC(=O)CN1c2cccc3cccc(c23)S1(=O)=O` (stereo not given) gave TAG inh -3.4 and TAG inh DAPI viability -0.3.
Screening COc1cc(CC(=O)C(=O)O)oc(=O)c1 returned TAG inh 4.1 and TAG inh DAPI viability 3.3.
For CCN1C(=O)[C@@H]2[C@@H](c3ccc(-c4ccc5c(c4)OCO5)c(OC)c3)N3CCC[C@@]3(C(=O)OC)[C@@H]2C1=O the results were TAG inh 2.1 and TAG inh DAPI viability -6.5.
CC(=O)C1C(c2ccc([N+](=O)[O-])cc2)c2c(noc2C)CC1(C)O (stereo not given) was read as TAG inh -9.1 and TAG inh DAPI viability 8.0.
`COc1ccc(N=C2NN=C(c3c(C)[nH]c4ccccc34)CS2)cc1` gave TAG inh 24.3 and TAG inh DAPI viability 12.7.
For O=C(Oc1ccc(=O)n(-c2ccccc2)n1)c1ccc(Cl)cc1 the results were TAG inh -12.1 and TAG inh DAPI viability 3.8.
Cc1ccc(C(=O)Nc2nnc(-c3ccncc3)o2)cc1 was read as TAG inh -1.3 and TAG inh DAPI viability 0.4.
Screening O=C(OCn1nnc2ccccc2c1=O)C1CCN(S(=O)(=O)c2cccs2)CC1 returned TAG inh -1.0 and TAG inh DAPI viability -13.5.
Screening CCc1ccc2c(c1)C(O)(CC(=O)c1cccs1)C(=O)N2 (stereo not given) returned TAG inh -1.6 and TAG inh DAPI viability -14.9.
Screening Cc1ccc(NC(=O)CCCc2ccccc2)c([N+](=O)[O-])c1 returned TAG inh 8.7 and TAG inh DAPI viability -12.8.
Screening O=C(Nc1ccccc1C(=O)O)c1cc(S(=O)(=O)N2CCCCC2)cs1 returned TAG inh -14.9 and TAG inh DAPI viability 5.9.
Screening Cc1ccc(-c2csc(NC(=O)c3cc([N+](=O)[O-])ccc3N3CCOCC3)n2)cc1 returned TAG inh 6.6 and TAG inh DAPI viability 2.0.
CC(C)Nc1nnc(SCC(=O)Nc2sccc2C#N)s1 was read as TAG inh -3.2 and TAG inh DAPI viability -1.6.
CCOC(=O)C1=C(CN2CCOCC2)NC(=O)NC1c1cccc([N+](=O)[O-])c1 (stereo not given) was read as TAG inh 9.1 and TAG inh DAPI viability -9.3.
Screening CC(=O)c1ccc(NC(=S)NCCCn2ccnc2)cc1 returned TAG inh -2.4 and TAG inh DAPI viability -1.0.
`COCCN=C1Sc2nc3ccc(C)cc3cc2CN1Cc1ccco1` gave TAG inh -0.6 and TAG inh DAPI viability 22.1.
`Cc1onc(-c2ccccc2)c1NC(=O)Nc1ccc(OC(F)F)cc1` gave TAG inh 2.0 and TAG inh DAPI viability -8.4.
For Cc1cc(C)c2nc(N3CCN(C)CC3)c(C#N)cc2c1 the results were TAG inh 8.9 and TAG inh DAPI viability 31.8.
Screening Cc1cc(-c2n[nH]c(=S)n2/N=C/c2ccco2)n[nH]1 returned TAG inh 6.1 and TAG inh DAPI viability -4.2.
`CCOC(=O)Cc1nnc(NC(=O)CSc2ncc(-c3ccccc3)nn2)s1` gave TAG inh -4.8 and TAG inh DAPI viability 5.2.
Screening Cc1ccccc1NC(=O)Cc1nc(COC(=O)CCNS(=O)(=O)c2ccccc2)cs1 returned TAG inh -4.0 and TAG inh DAPI viability -4.5.
For Cc1ccc(C(=O)c2cc([N+](=O)[O-])ccc2N2CCOCC2)cc1C the results were TAG inh 19.3 and TAG inh DAPI viability -26.0.
For S=c1[nH]nc(CCSCc2ccccc2)n1-c1ccccc1 the results were TAG inh 4.0 and TAG inh DAPI viability -0.2.

Bioassay records deposited in PubChem by Sanford-Burnham Center for Chemical Genomics.
